Wnt act – activators of Wnt/beta-catenin signaling; AID 743398; actives 1.2% (n = 300,000); activation, % at 9.35 µM; Wnt/beta-catenin reporter cell assay, activator, plate reader; in the data active = activation above about 30%, passing the limit was not always enough;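 note: 0% = neutral control wells and 100% = positive control wells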
phage Ecoli inh – E. coli growth loss with phage present | inhibition, % at 11.9 µM | AID 651602 | actives 0.26% (n = 360,000) | growth absorbance; in the data active = inhibition above about 11%
* marks the source's active call; other numbers are inactive results. This is a subset. The share of hits here may be higher or lower than overall.

SMILES	Wnt act	phage Ecoli inh
O=C(C(=O)N1CCC(c2ccccc2)CC1)c1cccc([N+](=O)[O-])c1	1.3	4.0
COC(=O)C1(C(=O)OC)C/C=C\CN(S(=O)(=O)c2ccccc2[N+](=O)[O-])CC1	-1.9	1.0
O=S(=O)(c1cnccc1N1CCN(CCO)CC1)N1CCCC1	3.7	1.7
CC(=NOC(=O)c1ccc(I)cc1)c1nccs1	-1.8	1.7
CC1(C(=O)Nc2cccc(Oc3ccccc3)c2)Cc2c(-c3ccccc3)ccnc2O1 (stereo not drawn)	0.1	1.7
Cc1cc(C)n2c(NC3CCCCC3)c(CC(C)C)nc2n1	0.0	3.2
COc1cccc(NC(=O)C2(C)CCN2CC2CCCCC2)c1 (stereo not drawn)	-2.6	0.5
CCOC(=O)[C@]12CCC=C1N(Cc1ccc(Cl)cc1Cl)C(=O)[C@H](CC(=O)NCc1ccc(OC)c(OC)c1)C2	-2.6	2.2
Nc1ncnc2c1ncn2[C@@H]1O[C@H](CCC(=O)NCc2ccccc2)[C@@H](O)[C@H]1O	-1.4	3.2
C[C@@H]1CCCCO[C@H](CN(C)Cc2ccccc2)[C@@H](C)CN([C@H](C)CO)C(=O)c2cc(NS(=O)(=O)c3ccc(Cl)cc3)ccc2O1	-0.7	2.0
COc1ccccc1NC(=O)N(C)C[C@@H]1OCc2cnnn2CCCC(=O)N([C@H](C)CO)C[C@H]1C	-0.7	3.2
CCCCCCCCC(=O)c1c(OC)oc(C=O)cc1=O	-5.9	-0.2

Structures shown so far that have a Cl atom, in the order listed:
SMILES	Wnt act	phage Ecoli inh
CCOC(=O)[C@]12CCC=C1N(Cc1ccc(Cl)cc1Cl)C(=O)[C@H](CC(=O)NCc1ccc(OC)c(OC)c1)C2	-2.6	2.2
C[C@@H]1CCCCO[C@H](CN(C)Cc2ccccc2)[C@@H](C)CN([C@H](C)CO)C(=O)c2cc(NS(=O)(=O)c3ccc(Cl)cc3)ccc2O1	-0.7	2.0

Later entries
SMILES	Wnt act	phage Ecoli inh
Cc1ccc(CN2CCCC2(C)C(=O)NC(C)C)cc1 (stereo not drawn)	0.2	3.4
O=C(NCc1ccccc1)C(c1ccncc1)n1c(=O)c(-c2ccccc2)nc2ccccc21 (stereo not drawn)	20.1	3.0
Cc1ccc(-c2cnc(C(O)c3cc(F)cc(Cl)c3)[nH]2)cc1 (stereo not drawn)	0.1	11.5*
CC1CCN(C(=O)COC(=O)c2ccccc2NCCO)CC1	0.7	2.0
CN1C(=O)[C@H]2[C@@H](c3ccc(C(F)(F)F)cc3)N[C@]3(CCCN(Cc4ccc(C(F)(F)F)cc4)C3=O)[C@H]2C1=O	-4.4	2.3
CCOC(=O)[C@]12CCCC=C1N(Cc1ccc3c(c1)OCO3)C(=O)[C@H](CC(=O)NCCCOC)C2	0.7	0.4
CC1(C(=O)NS(=O)(=O)c2ccccc2Cl)CCN1C(=O)CC(c1ccccc1)c1ccccc1 (stereo not drawn)	-5.8	2.9
Cc1c(C(=O)NCc2ccc3c(c2)OCCO3)sc(=O)n1Cc1ccc(S(=O)(=O)N(C)C)cc1	-3.8	2.1
COc1ccccc1C(=O)NNC(=O)c1ccc(O)cc1	0.6	2.0
CCCCCCCCN1C(=O)[C@@H](CC(=O)NCCCCc2ccccc2)C[C@@]2(C(=O)OC)C1=C[C@H](C1CCCC1)O[C@@H]2C	0.8	0.7
CC(=O)O[C@H]1C=C[C@@H](C#Cc2ccc(C(C)(C)C)cc2)O[C@@H]1COC(=O)Nc1ccccc1	-17.1	4.9
Cc1ccc(Cc2c(-c3ccccc3)nc3c(Cl)cc(C(F)(F)F)cn23)cc1	-1.9	4.2
Cc1nn(-c2ccccc2)c(C)c1NC(=O)COc1ccccc1C#N	0.5	7.4
CC1(C(=O)O)CCN1C(=O)/C=C/c1ccccc1 (stereo not drawn)	-0.9	0.8
Cn1c(NCCN2CCCC2)nc2cc(-c3ccccc3)sc2c1=O	-0.4	1.9
C=C1C(=O)OC2CC1C(OC(C)=O)CC(C)=CCCC(C)=CCCC2(C)O (stereo not drawn)	-0.8	3.4
CCc1nc2ccc(C(=O)NCCCN3CCCC3=O)cn2c1N(C)C(=O)COc1ccccc1	-0.7	2.0
CCOC(=O)c1ccc(NC(=O)c2nc[nH]c2C(=O)N2CCN(C(=O)OC(C)(C)C)CC2)cc1	8.0	2.7
O=C(Nc1ccccn1)C1CCN(C(=O)c2ccc(Cl)cc2)CC1	-1.6	3.5
CCCCN1C(=O)C(CC(=O)NCCCCc2ccccc2)CC(C(=O)N(C(C)C)C(C)C)=C1C (stereo not drawn)	-1.0	0.5
COC(=O)[C@H](N[C@H](/C=C/c1ccccc1)[C@@H](O)Cc1ccccc1)c1ccccc1	-4.8	4.6
CCc1nc2ccc(C(=O)N3CCCC(C(N)=O)C3)cn2c1N(CCC(C)C)CCN(C)C (stereo not drawn)	-3.5	1.1
Cc1cc(CN(Nc2ccccc2)c2ccccc2)cc(C)n1	-7.5	2.7
Cn1cccc1CN1CCC[C@]2(N[C@H](c3ccccc3)[C@@H]3C(=O)N(Cc4ccccc4)C(=O)[C@@H]32)C1=O	-2.4	6.5

Record cards, from the list above.
`CC1(C(=O)O)CCN1C(=O)/C=C/c1ccccc1` (stereo not drawn) is entered as Wnt act = -0.9; phage Ecoli inh = 0.8
`Cn1c(NCCN2CCCC2)nc2cc(-c3ccccc3)sc2c1=O` is entered as Wnt act = -0.4; phage Ecoli inh = 1.9

(further entries)
SMILES	Wnt act	phage Ecoli inh
Cc1ccc2c(c1)-n1c(nc3cc(F)ccc3c1=O)C(Cc1ccccc1)NC2=O (stereo not drawn)	-2.4	3.0
CCOC(=O)[C@]12CCCC=C1N(Cc1ccc3c(c1)OCO3)C(=O)[C@H](CC(=O)NCCC(C)C)C2	-4.4	-1.8
CCCCNC(=O)c1nc(-c2cc3ccccc3[nH]2)oc1-c1cccc(C(F)(F)F)c1	-2.7	2.3
COC(=O)c1cc2c(c3c4cc(C)ccc4n(S(=O)(=O)c4ccc(OC)cc4)c13)C(=O)N(C)C2	-3.2	3.3
C[C@@H]1CN([C@H](C)CO)C(=O)CCCn2cc(nn2)CO[C@H]1CN(C)C(=O)OCc1ccccc1	1.2	2.1
CC(C)c1ccc(C(=O)N2CCCC(c3cc(C(=O)Nc4ccccc4Cl)no3)C2)cc1 (stereo not drawn)	-2.8	-0.7
Cc1ccc(S(=O)(=O)N2CCC(C(=O)N3CCCCCCC3)CC2)cc1C	-3.6	-0.1
CCc1nc2ccc(C(=O)N(CC)CCN(C)C)cn2c1N(C=O)CCC(C)C	-0.3	0.1
C=CCN=C1NC(c2cccc(F)c2)C(C(=O)OC)=C(C)N1C (stereo not drawn)	-1.3	2.4
Cc1cc(C)cc(Cn2c3ccc(NC(=S)NCc4ccccc4F)cc3c(=O)n2C)c1	-0.8	1.3
COc1ccc(C(=O)NNC(=O)Cn2nc(C)cc2C)cc1S(=O)(=O)N1CCOCC1	-3.0	2.1
Cc1ccc(-c2cnc(C(O)c3cccc(C)c3C)[nH]2)cc1 (stereo not drawn)	-4.6	2.2
COc1ccc(OCCNC(=O)c2ccc3nc(C)c(N(C)Cc4ccc(NC(C)=O)cc4)n3c2)cc1	-1.1	1.1
COc1ccc(Cc2nc3ccc(C(=O)NCc4cccc(C)n4)cc3o2)cc1OC	-0.3	1.1
O=C(NCCCn1ccnc1)c1sc2cc([N+](=O)[O-])ccc2c1Cl	5.8	4.8
C[C@H](O)[C@@H]1C(=O)N2CCc3c([nH]c4cccc(-c5ccccc5)c34)[C@@H]2C[C@@H]1N(C)C(=O)Nc1ccccc1	-2.9	-1.1
CCCCCCCCN1C(=O)[C@@H](CC(=O)N2CCOCC2)C[C@@]2(C(=O)OC)C1=C[C@H](C1CCCC1)O[C@@H]2C	-8.4	2.6
CCCNC(=O)C1(C)CCCN(Cc2ccccc2Cl)C1 (stereo not drawn)	-0.3	0.5
COC(=O)[C@]12CCCCC=C1N(CCc1ccc(OC)c(OC)c1)C(=O)[C@H](CC(=O)NCCCN1CCCC1=O)C2	-6.5	1.9
CCc1cc(-c2nnn(CCC3COCCO3)c2C(C)(C)O)ccc1-c1cn(CCc2c[nH]c3ccccc23)nn1 (stereo not drawn)	-1.4	3.0
Cc1nn2c(=O)[nH]cnc2c1Cl	-0.4	2.2
COc1ccccc1C(=O)N1CCN(C(=O)[C@H]2O[C@@H](n3ccc(=O)[nH]c3=O)[C@H](O)[C@@H]2O)CC1	-1.3	2.3
Cc1ccc(-c2ccc(CN3C(C)C(=O)N(Cc4cn(CC5CCCCC5)nn4)CCS3(=O)=O)cc2)cc1 (stereo not drawn)	-6.5	1.5
CC(=O)Nc1ccc(CC(=O)Nc2ccc3c(c2)OC2(CCCC2)O3)cc1	-5.5	3.7
C[C@H]1CN([C@@H](C)CO)C(=O)CCCn2nncc2CO[C@@H]1CN(C)S(=O)(=O)c1cccc(F)c1	-1.3	0.9
COc1ccc(-c2ccc(C(=O)Nc3ccc(Cl)cc3)c3occc23)c(C)c1	4.7	1.4
CC1(C(=O)Nc2ccc(Cl)c(Cl)c2)CCN1C(=O)C1CCCCC1 (stereo not drawn)	-3.1	0.4
Cc1ccccc1S(=O)(=O)N(C)C[C@@H]1OCc2cnnn2CCCC(=O)N([C@@H](C)CO)C[C@@H]1C	0.1	0.2
CN(CCN1CCOCC1)C(=O)c1cc(COc2ccc(F)cc2Cl)on1	6.9	-0.1
COC(=O)[C@]12C[C@H](CC(=O)N3CCN(C(=O)c4ccco4)CC3)C(=O)N(Cc3ccccc3)C1=C[C@H](C1CCCC1)O[C@@H]2C	-3.9	1.5
COc1cc(C(=S)N2CCOCC2)cc(OC)c1OC(=O)c1ccccc1Cl	-1.8	1.1
CSc1nc(COC(=O)NC(C)C)c(COC(=O)NC(C)C)n1Cc1ccccc1	-0.2	1.2
COc1cccc(OCc2cc(C(=O)N(C)C3CCCCC3)no2)c1	-2.8	0.4
COc1ccc(CN2C(=O)C(CC(=O)NCc3ccco3)CC(C(=O)N3CCOCC3)=C2C)cc1 (stereo not drawn)	-1.0	-2.3
CCOC(=O)C1CCCN(C(=O)c2cccc(OC(F)(F)F)c2)CC1 (stereo not drawn)	-0.6	1.6
C[C@H](CO)N1C[C@H](C)[C@@H](CN(C)C(=O)c2ccc3c(c2)OCO3)Oc2cc(/C=C/c3ccccc3)ccc2S1(=O)=O	-1.0	0.4
CN(C)CCCNC(=O)c1cccc(-c2ccc3nccn3c2)c1	-1.0	3.3
O=C(NCCc1ccccc1Cl)[C@@H]1CCCN1C(=O)[C@@H](NC(=O)N1CCOCC1)c1ccccc1	0.0	2.2
CC1(C(=O)NS(=O)(=O)c2cccs2)CCN1C(=O)CCc1ccc(Cl)cc1Cl (stereo not drawn)	-2.4	1.9
Cc1ccc(F)c(S(=O)(=O)NC(=O)C2(C)CCN2C(=O)c2sccc2C)c1 (stereo not drawn)	-1.8	1.6
CNC(=O)C[C@H]1C(=O)N(c2ccc(Br)cc2)C[C@@H]1C	-1.2	3.7
COc1ccc(-n2c(=O)c3c4c(sc3n(CC(=O)NCC3CCCO3)c2=O)CN(C(C)=O)CC4)cc1OC (stereo not drawn)	0.2	1.5
Cc1ccc2nc(-c3cccc(Br)c3)c(Cc3ccsc3)n2c1	10.8	2.0
CC1(C)OC(=O)C2=C(CC(CCc3ccccc3)OC2c2ccc(Cl)c(Cl)c2)O1 (stereo not drawn)	-1.4	2.3
COc1ccc(Cc2c(-c3cccc(Cl)c3)nc3cc(C)c(Br)c(C)n23)c(C)c1	-4.1	-0.3
COCCN(Cc1ccc(C)cc1)C(=O)[C@H]1O[C@@H](n2cnc(C(N)=O)n2)[C@H](O)[C@@H]1O	16.8	1.3
COc1ccccc1-c1cnc(C(O)c2ccc(Cl)c(F)c2)[nH]1 (stereo not drawn)	-4.9	3.2
CCCNC(=O)N(C)C[C@H]1Oc2ncc(Br)cc2C(=O)N([C@H](C)CO)C[C@H]1C	-2.7	1.5

Three compounds out of the list above, ordered by the number in Wnt act, largest number first:
SMILES	Wnt act	phage Ecoli inh
CN(C)CCCNC(=O)c1cccc(-c2ccc3nccn3c2)c1	-1.0	3.3
CCCNC(=O)N(C)C[C@H]1Oc2ncc(Br)cc2C(=O)N([C@H](C)CO)C[C@H]1C	-2.7	1.5
COc1ccccc1-c1cnc(C(O)c2ccc(Cl)c(F)c2)[nH]1 (stereo not drawn)	-4.9	3.2

(cont.)
SMILES	Wnt act	phage Ecoli inh
Cn1c(CCN2CCN(c3ccccn3)CC2)nc2cc(NS(=O)(=O)c3ccc(F)cc3)ccc21	-2.6	-0.9
Cc1ccc(S(=O)(=O)N2C[C@H]3N(C(=O)OC(C)C)N(C(=O)OC(C)C)C[C@H](OC(=O)NCc4ccccc4)[C@@]3(O)C2)cc1	-5.2	-0.1
COCOCCn1cc(CN2CCS(=O)(=O)N(Cc3ccc(-c4ccncc4)cc3)C(C)C2=O)nn1 (stereo not drawn)	-2.0	1.8
O=S(=O)(c1ccc(NC(=S)NC23CC4CC(CC(C4)C2)C3)cc1)N1CCCCC1	-3.8	-0.2
Cc1c(C(=O)NCc2cccc(Cl)c2)sc(=O)n1Cc1ccc(F)cc1	-3.1	-0.5
Cc1ccccc1-c1cc2c(c3c1ccn3C)C1CCC2O1 (stereo not drawn)	-1.5	1.5
Nc1ncnc2c1ncn2[C@@H]1O[C@H](C(=O)Nc2cc(C(F)(F)F)cc(C(F)(F)F)c2)[C@@H](O)[C@H]1O	-2.5	-2.5
O=C(OCC(=O)c1ccc[nH]1)c1ccc(S(=O)(=O)C(F)F)cc1	1.2	3.5
COc1ccc(NC(=O)N[C@H]2C=C[C@@H](CC(=O)NC3CCC3)O[C@@H]2CO)cc1	1.7	-2.2
COc1ccc(-c2cc(NC=O)c3ncc(-c4cccc(C(=O)N(C)C)c4)n3c2)cn1	-8.1	1.6
COCCN1C(=O)CN(S(C)(=O)=O)CC1(C)C(=O)NCc1ccccc1 (stereo not drawn)	0.8	2.1
O=C1c2ccccc2NC(c2cc(Cl)cc(Cl)c2O)N1CCc1ccccn1 (stereo not drawn)	22.1	3.5
COc1cc(OC)cc(C(=O)Nc2cccc(NC(=O)c3cccs3)c2)c1	-4.9	-1.6
CC(Oc1ccc(F)cc1)C(=O)Nc1cccc(S(=O)(=O)N(C)c2ccccc2)c1 (stereo not drawn)	-4.5	2.5
O=C(CNC(=O)N1CC(=O)Nc2ccccc21)Nc1ccc(Cl)cc1Cl	-0.2	0.3
